AmpC det inh: inhibitors of E. coli AmpC beta-lactamase with detergent; hit rate 0.09% among 71,000; P00811; AID 584; Potency, µM (highest dose often 28.7 µM), inactives show at the top dose activity change, negative = inhibition; purified AmpC, nitrocefin hydrolysis with detergent; active means well fitted curve in the direction sought with a large enough effect
Target sequence (P00811 whole entry, looked up): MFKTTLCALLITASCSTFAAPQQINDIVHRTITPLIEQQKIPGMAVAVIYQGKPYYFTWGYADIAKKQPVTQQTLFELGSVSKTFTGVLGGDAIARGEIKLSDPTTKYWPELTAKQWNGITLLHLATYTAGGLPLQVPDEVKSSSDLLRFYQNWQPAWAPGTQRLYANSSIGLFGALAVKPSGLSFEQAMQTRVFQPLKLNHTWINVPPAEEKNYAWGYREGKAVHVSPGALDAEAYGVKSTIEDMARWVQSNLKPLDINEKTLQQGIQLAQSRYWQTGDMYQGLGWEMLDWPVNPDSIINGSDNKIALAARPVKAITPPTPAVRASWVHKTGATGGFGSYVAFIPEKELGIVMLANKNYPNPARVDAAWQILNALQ
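E. coli AmpC (5.3 nM) in 20 mM phosphate pH 7.0 with 0.01% Triton X-100, preincubated 15 min RT with compound; nitrocefin (2 uL of 800 uM stock) hydrolysis followed by 480 nm absorbance every 20 s over 4 min.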
Active calls of the source: *; & = joins results of further samples; [ ] = remark or other dose. On the % scale 0 is the no-effect control and ±100 the full control effect; potency means the concentration at half of the fitted maximal effect. Some of the compounds tested, so the mix of outcomes need not match the whole.

Results for CC(C)[C@H](N)c1nnc(SCc2ccc(Cl)cc2)o1 ?
AmpC det inh: 16%

What do the screens show for `Cc1cc(SCC(=O)N2CCC(c3noc4ccc(F)cc34)CC2)nc2ccccc12`?
AmpC det inh: -2%

What do the screens show for `Cc1cccc(-c2nc(CN3CCCC(C(=O)NC4CCCCCC4)C3)c(C)o2)c1` (configuration not stated)?
AmpC det inh: -6%

Results for C[C@@H]([C@H](O)c1ccc(O)cc1)N1CCC(Cc2ccccc2)CC1 ?
AmpC det inh: -2%

How did COc1ccccc1NC(=O)N(C1CCCC1)C1CCN(C(C)=O)CC1 do in these assays?
AmpC det inh: 1%

Results for Cc1oc(-c2ccccc2F)nc1CN1CCC(C(=O)NC2CC2)CC1 ?
AmpC det inh: -1%

How did CCOC(=O)c1ccc(NC(=O)CSc2nnnn2CCCO)cc1 do in these assays?
AmpC det inh: -3%

What do the screens show for `Cc1cc(NC(=O)C2CCCN(S(=O)(=O)c3cnc[nH]3)C2)ccc1Br` (configuration not stated)?
AmpC det inh: 4%

How did Cn1c(SCc2c(F)cccc2Cl)nnc1-c1cccs1 do in these assays?
AmpC det inh: 12%

Results for O=C(Cc1cn2ccsc2n1)Nc1ccccn1 ?
AmpC det inh: -1%

Results for Cc1cc(C)nc(NS(=O)(=O)c2ccc(Br)cc2)n1 ?
AmpC det inh: -3%

Results for CCN(CC)C(=O)C(C)OC(=O)c1ccc(O)cc1 (configuration not stated) ?
AmpC det inh: 1%

What do the screens show for `CCOC(=O)c1c(C)[nH]c(C(=O)COC(=O)CSCC(=O)N(CC)CC)c1C`?
AmpC det inh: -1%

How did Cn1c(CCNC(=O)c2ccco2)nc2cc(NS(=O)(=O)c3ccccc3)ccc21 do in these assays?
AmpC det inh: -2%

What do the screens show for `CCOC(=O)c1cc(C)n(-n2cnnc2)c1C`?
AmpC det inh: -2%

How did C=CCN1CC(c2nc3ccccc3n2CCOc2ccccc2)CC1=O (configuration not stated) do in these assays?
AmpC det inh: 2%

What do the screens show for `COn1c(-n2nc(C)cc2C)nc2ccccc2c1=O`?
AmpC det inh: -2%

What do the screens show for `Cn1c(N)nc2c(nc(OCc3ccccc3)n2[C@@H]2O[C@H](CO)[C@@H](O)[C@@H]2O)c1=O`?
AmpC det inh: 1%[5.75 µM]

Results for CN(CCNC(=O)c1cccc(N2CCCC2=O)c1)Cc1ccccc1 ?
AmpC det inh: 1%

What do the screens show for `COCCCNC(=O)CCc1nc2cccnc2n1Cc1ccccc1`?
AmpC det inh: -1%

Results for O=c1[nH]c(=S)[nH]c(-c2ccccc2)c1Cc1c(O)ccc2ccccc12 ?
AmpC det inh: -2%[5.75 µM]

What do the screens show for `COCCNC(=O)CSc1nc2nc(C)cc(C)n2n1`?
AmpC det inh: 0%

What do the screens show for `COc1cccc(Nc2ncc3ncc(=O)n(Cc4cccs4)c3n2)c1`?
AmpC det inh: 0%

Results for CC(=O)NC(Cc1cc(C)ccc1C)C(=O)N1CCN(C(=O)Nc2ccc(C(C)=O)cc2)CC1 (configuration not stated) ?
AmpC det inh: -4%

What do the screens show for `CC1(C)CC(=O)c2c(-c3cccnc3)n[nH]c2C1`?
AmpC det inh: -4%

Results for CC(C)C(C(=O)NCC1CCCO1)N(Cc1ccco1)C(=O)CNS(=O)(=O)c1ccc(F)cc1 (configuration not stated) ?
AmpC det inh: -1%

How did c1ccc(CN2COc3c(ccc4c5c(ccc34)CN(Cc3ccccc3)CO5)C2)cc1 do in these assays?
AmpC det inh: -4%[5.75 µM]

How did O=c1[nH]c(N2CCN(Cc3ccc4c(c3)OCO4)CC2)nc2c1CCC2 do in these assays?
AmpC det inh: 0%

How did COC(=O)c1cc2nc(-c3ccccc3)cc(C)n2n1 do in these assays?
AmpC det inh: -3%

Results for C=CCn1c(N)nc2ccccc21 ?
AmpC det inh: -1%

How did O=c1oc(-c2cccs2)nc2scc(-c3cccs3)c12 do in these assays?
AmpC det inh: -4%

What do the screens show for `COc1ccccc1C(=O)Nc1ccc(S(=O)(=O)N2CCOCC2)cc1`?
AmpC det inh: -2%

Results for CCCCCCC(C)(C)c1ccc([C@@H]2C[C@H](O)CC[C@@H]2CCCO)c(O)c1 ?
AmpC det inh: -11%

How did CN(C)S(=O)(=O)N1CCN(CC(O)COc2ccc(C(=O)c3ccccc3)cc2)CC1 (configuration not stated) do in these assays?
AmpC det inh: -8%

What do the screens show for `COc1ccc(-n2nnnc2SCC(=O)c2cc3ccccc3o2)cc1`?
AmpC det inh: -3%

What do the screens show for `COc1ccc(CNC(=O)C(NS(=O)(=O)c2ccc3c(c2)CCCN3C(C)=O)C(C)C)cc1` (configuration not stated)?
AmpC det inh: -3%

What do the screens show for `NNC(=O)CCc1ccc2ccc3ccccc3c2c1`?
AmpC det inh: 13%[5.75 µM]

What do the screens show for `c1ccc(-c2cccc(N3CC[C@@]4(CCCNC4)C3)c2)cc1`?
AmpC det inh: 1%

What do the screens show for `Cc1nc(N2CCOCC2)c2nc(-c3ccccc3)n(CCN3CCOCC3)c2n1`?
AmpC det inh: 6%

How did CC(C)C(c1nnnn1CCc1ccccc1)N1CCOCC1 (configuration not stated) do in these assays?
AmpC det inh: -2%

What do the screens show for `COc1ccc(C(=O)N2CCN(S(=O)(=O)c3ccccc3)CC2)c(OC)c1`?
AmpC det inh: 23%

What do the screens show for `Cc1noc(/C=C/N(C)C)c1S(=O)(=O)N1CCCC(C(=O)NCc2ccc(Cl)cc2)C1` (configuration not stated)?
AmpC det inh: -2%

Results for S=c1[nH]ncc2ccccc12 ?
AmpC det inh: 13%

How did CCCn1nnc(NC(=O)c2cc(Br)ccc2OC)n1 do in these assays?
AmpC det inh: -3%

Results for CC(C)(C)c1ccc(C(=O)Nc2nonc2-c2nc3ccccc3[nH]2)cc1 ?
AmpC det inh: -3%

How did O=C(O)c1ccc2c(c1)N(Cc1ccccc1)C(=O)c1ccccc1S2=O (configuration not stated) do in these assays?
AmpC det inh: 14%

Results for O=c1nc2n(c3sc4c(c13)CCC4)Cc1ccccc1-2 ?
AmpC det inh: -1%

What do the screens show for `CCC(=O)/C=C1\Sc2ccc(OC)cc2N1CCO`?
AmpC det inh: 0%

Results for COc1ccc(NC(=O)C2CC2)cc1-n1cnnn1 ?
AmpC det inh: 8%

What do the screens show for `O=C(NC1CCCC1)C1CCCN1C(=O)Nc1ccccc1` (configuration not stated)?
AmpC det inh: 5%

How did COC(=O)C1CCN(C(=O)c2ccccc2Oc2ccccc2)CC1 do in these assays?
AmpC det inh: 1%

Results for C=CCSC1=N/C(=C\c2ccc3c(c2)OCO3)C(=O)S1 ?
AmpC det inh: 3%

Results for O=C(O)CN1C(=O)O[C@@H](c2ccccc2)C1=O ?
AmpC det inh: 1%[5.75 µM]

How did O=C(NCCc1ccccc1)c1cc2ncc(Br)cn2n1 do in these assays?
AmpC det inh: -1%

What do the screens show for `Cc1cc(C)c(NC(=O)c2ccc(S(=O)(=O)N3CCOCC3)cc2)c(C)c1`?
AmpC det inh: 8%

Results for C=C1C[C@@]23C[C@]1(O)CC[C@@H]2[C@]12C=C[C@@H](O)[C@@](C)(C(=O)O1)[C@@H]2[C@@H]3C(=O)O ?
AmpC det inh: 0%

How did Cc1ccc(NC(=O)CN(C)c2ccc(S(=O)(=O)N3CCN(C)CC3)cn2)cc1 do in these assays?
AmpC det inh: -2%

How did CCCCC(=O)Nc1ccc(C(=O)Nc2ccc(S(=O)(=O)N3CCCC3)cc2)cc1 do in these assays?
AmpC det inh: -4%

What do the screens show for `c1ccc2nc(N3CCCC3)c(N3CCCC3)nc2c1`?
AmpC det inh: 7%

How did COc1cccc(Cn2c(=O)c(C)nc3cnc(OCc4ccccc4)nc32)c1 do in these assays?
AmpC det inh: 1%

Results for O=C(CCC1CCCCC1)Nc1c2c(nn1-c1ccc(F)cc1)CS(=O)C2 (configuration not stated) ?
AmpC det inh: -2%

How did CCOCCCn1c(C)nc2c(c1=O)c1nc3ccccc3nc1n2CCC1=CCCCC1 do in these assays?
AmpC det inh: -5%

Results for O=C1c2ccccc2C(=O)N1Cc1nc(-c2ccccn2)no1 ?
AmpC det inh: -2%

How did C[C@@H](C(=O)NCc1cccc2ccccc12)[C@H]1C[C@]1(C)[C@H](NC(=O)OCc1ccccc1)c1ccccc1 do in these assays?
AmpC det inh: -1%

Results for O=C1CC(SCc2nc3ccccc3[nH]2)C(=O)N1c1ccc(F)cc1 (configuration not stated) ?
AmpC det inh: -7%

How did CC(C)n1nnnc1SCC(=O)NCc1cccs1 do in these assays?
AmpC det inh: -3%

Results for NCCCNCCCCNCCCN ?
AmpC det inh: -2%&-1%

What do the screens show for `CCOC(=O)C1CCN(C(=O)COc2ccc(Cl)cc2Cl)CC1`?
AmpC det inh: -3%

How did c1ccc2c3c([nH]c2c1)-c1[nH]ncc1CC3 do in these assays?
AmpC det inh: -6%

What do the screens show for `O=C(Cn1ncc2c(=O)oc3ccccc3c21)NCC1CCCO1` (configuration not stated)?
AmpC det inh: 17%

Results for CC(=O)c1cc(-c2ccccc2)n(CCC(=O)NCc2cccs2)c1C ?
AmpC det inh: -5%

Results for COc1ccc(-c2cc(N)n(CCC#N)n2)c(OC)c1 ?
AmpC det inh: 0%

What do the screens show for `COc1ccc(-c2nnc(SCC(=O)N3CCCCC3)o2)c(OC)c1`?
AmpC det inh: -3%

What do the screens show for `CS(=O)(=O)c1ccc(Cl)c(C(=O)O)c1`?
AmpC det inh: 1%

What do the screens show for `COc1ccc(OC)c(C2C(C(=O)Nc3cccnc3)=C(C)NC3=C2C(=O)CCC3)c1` (configuration not stated)?
AmpC det inh: -4%

What do the screens show for `C=CCn1c(CCC(=O)O)ccc1-c1ccc(OC)cc1`?
AmpC det inh: -4%

Results for O=C(NCCN1CCOCC1)c1cc(-c2ccco2)on1 ?
AmpC det inh: -3%

How did C=CCOC(=O)CCC(=O)Nc1cccc2ccccc12 do in these assays?
AmpC det inh: -1%

How did Brc1ccc(-c2nn3c(-c4ccco4)nnc3s2)o1 do in these assays?
AmpC det inh: -2%

What do the screens show for `O=C(c1cccnc1)N1C2CCC1CC(O)(c1ccc(F)cc1)C2` (configuration not stated)?
AmpC det inh: -5%

What do the screens show for `COCC(=O)N1CCC[C@@]2(CCN(C(=O)Nc3cccc(C#N)c3)C2)C1`?
AmpC det inh: 2%

What do the screens show for `COC(=O)[C@@]1(Cc2ccc(OC)cc2)[C@H]2c3cc(C(=O)N4CCCC4)n(CCn4cc([N+](=O)[O-])nc4C)c3C[C@H]2CN1C(=O)c1ccccc1`?
AmpC det inh: 1%

How did Cc1nn(C)cc1CNC(=O)Nc1ccc(Br)cc1Cl do in these assays?
AmpC det inh: -4%

Results for O=C1C2CCCN2C(c2ccccc2F)N1c1cccc(Cl)c1 (configuration not stated) ?
AmpC det inh: 7%

What do the screens show for `Brc1ccc(-c2nc(-c3ccccc3)no2)o1`?
AmpC det inh: -1%

Results for CCOC(=O)CCn1cc(F)c(=O)n(Cc2ccccc2)c1=O ?
AmpC det inh: 5%

How did COc1ccc(Cn2nnnc2C(C(C)C)N(Cc2ccco2)Cc2cccs2)cc1 (configuration not stated) do in these assays?
AmpC det inh: 2%

Results for c1ccc(-c2ccccc2OCCn2cncn2)cc1 ?
AmpC det inh: -4%

What do the screens show for `CC(=O)Nc1ccc(Cc2ccncc2)cc1`?
AmpC det inh: -5%

How did CCCn1nnnc1SCC(=O)NCc1ccccc1 do in these assays?
AmpC det inh: -2%

12 consecutive entries already listed, for reference:
How did Brc1ccc(-c2nn3c(-c4ccco4)nnc3s2)o1 do in these assays?
AmpC det inh: -2%

What do the screens show for `O=C(c1cccnc1)N1C2CCC1CC(O)(c1ccc(F)cc1)C2` (configuration not stated)?
AmpC det inh: -5%

What do the screens show for `COCC(=O)N1CCC[C@@]2(CCN(C(=O)Nc3cccc(C#N)c3)C2)C1`?
AmpC det inh: 2%

What do the screens show for `COC(=O)[C@@]1(Cc2ccc(OC)cc2)[C@H]2c3cc(C(=O)N4CCCC4)n(CCn4cc([N+](=O)[O-])nc4C)c3C[C@H]2CN1C(=O)c1ccccc1`?
AmpC det inh: 1%

How did Cc1nn(C)cc1CNC(=O)Nc1ccc(Br)cc1Cl do in these assays?
AmpC det inh: -4%

Results for O=C1C2CCCN2C(c2ccccc2F)N1c1cccc(Cl)c1 (configuration not stated) ?
AmpC det inh: 7%

What do the screens show for `Brc1ccc(-c2nc(-c3ccccc3)no2)o1`?
AmpC det inh: -1%

Results for CCOC(=O)CCn1cc(F)c(=O)n(Cc2ccccc2)c1=O ?
AmpC det inh: 5%

How did COc1ccc(Cn2nnnc2C(C(C)C)N(Cc2ccco2)Cc2cccs2)cc1 (configuration not stated) do in these assays?
AmpC det inh: 2%

Results for c1ccc(-c2ccccc2OCCn2cncn2)cc1 ?
AmpC det inh: -4%

What do the screens show for `CC(=O)Nc1ccc(Cc2ccncc2)cc1`?
AmpC det inh: -5%

How did CCCn1nnnc1SCC(=O)NCc1ccccc1 do in these assays?
AmpC det inh: -2%

Later entries.
How did CCOC(=O)CNC(=O)CSc1ncnc2c1cnn2-c1ccc(OC)cc1 do in these assays?
AmpC det inh: 4%

What do the screens show for `Cc1oc(-c2ccc(Cl)cc2)cc1-c1nn2c(-c3ccco3)nnc2s1`?
AmpC det inh: -6%

What do the screens show for `Cc1ccc(-c2cc(C(F)(F)F)n3nc(C(=O)N4CCCC4)cc3n2)cc1`?
AmpC det inh: -1%

What do the screens show for `COC(=O)[C@@]1(Cc2ccc(F)cc2)[C@H]2c3cc(C(=O)N4CCCC4)n(CCc4ccc(O)c(O)c4)c3C[C@H]2CN1C(=O)c1ccccc1`?
AmpC det inh: 17%

What do the screens show for `O=C(Cn1nnc2ccccc2c1=O)N1CCCc2ccccc21`?
AmpC det inh: 1%

What do the screens show for `COc1cccc(OCC(O)CN(CCO)Cc2ccccc2)c1` (configuration not stated)?
AmpC det inh: 0%

How did COc1ccc(OC)c(C(=O)COC(=O)c2c(OC)cccc2OC)c1 do in these assays?
AmpC det inh: 0%

Results for CSc1nc(NC(C)C)nc(N2CCOCC2)n1 ?
AmpC det inh: -3%

Results for COc1cc(C(=O)Nc2nc3ccccc3[nH]2)cc(OC)c1OC ?
AmpC det inh: -2%
